# High-throughput results from PubChem.
# EBI2 block – EBI2 receptor antagonists, beta-arrestin recruitment, primary screen, cell-based, luminescence, 7a,25-OHC stimulation, uHTS; G-protein coupled receptor 183 (Homo sapiens), P32249; inhibition, % at 5 µM; actives 0.81% (n = 360,000); 7a,25-OHC stimulated; AID 651636, 2012; in the data active = inhibition above about 38%;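 note: enzyme fragment complementation signal reports receptor beta-arrestin coupling in cells; 0% = agonist plus DMSO wells and 100% = wells without agonist; some results beyond the cut were filed as inactive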
# Target sequence (P32249 whole entry, looked up, the tested form may be a part): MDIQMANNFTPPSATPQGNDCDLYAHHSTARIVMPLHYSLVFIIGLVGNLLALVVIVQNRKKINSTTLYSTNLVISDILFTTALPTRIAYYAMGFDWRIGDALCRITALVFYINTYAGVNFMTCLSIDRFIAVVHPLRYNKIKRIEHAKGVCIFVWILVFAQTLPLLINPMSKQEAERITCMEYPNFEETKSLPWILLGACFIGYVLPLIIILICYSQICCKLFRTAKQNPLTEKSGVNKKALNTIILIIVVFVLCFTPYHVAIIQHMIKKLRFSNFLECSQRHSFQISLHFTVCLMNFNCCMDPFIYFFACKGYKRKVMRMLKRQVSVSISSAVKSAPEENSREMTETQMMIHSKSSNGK
# APJ ag – agonists of human apelin receptor APJ, primary screen, CHO-K1 cells, PathHunter beta-arrestin, luminescence. P35414. 0% DMSO wells, 100% apelin. activation, % at 20 µM. actives 0.11% (n = 330,000). AID 2520, 2010;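 active = activation more than six SD over the plate average, tested at 20 µM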;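 note: 0% = DMSO alone and 100% = apelin-13 at 10 nM; some results filed as inactive read as strong as hits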
# Target sequence (P35414 whole entry, looked up): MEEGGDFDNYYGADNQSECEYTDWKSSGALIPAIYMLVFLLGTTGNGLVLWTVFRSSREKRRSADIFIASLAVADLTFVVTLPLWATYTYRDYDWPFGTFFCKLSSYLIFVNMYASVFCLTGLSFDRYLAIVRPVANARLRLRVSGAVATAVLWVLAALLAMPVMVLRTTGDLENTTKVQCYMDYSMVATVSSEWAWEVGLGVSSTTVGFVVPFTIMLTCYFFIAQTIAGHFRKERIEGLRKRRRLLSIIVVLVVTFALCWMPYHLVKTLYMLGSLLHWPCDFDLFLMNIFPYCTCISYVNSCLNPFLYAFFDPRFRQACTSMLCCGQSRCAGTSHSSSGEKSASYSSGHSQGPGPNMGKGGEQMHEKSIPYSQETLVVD
#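 Assay system: CHO-K1 cells stably expressing ProLink-tagged human APJ and arrestin–beta-gal acceptor. Compound dosing: 20 µM single point, 1% DMSO. Times: 16-18 h seeding, 90 min dark compound exposure, 60 min detection. Detection: beta-gal luminescence. Evaluation: APJ–arrestin association signal. Controls: negative DMSO alone, positive Apelin-13 at 10 nM.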
# APJ antagonist – antagonists of human apelin receptor APJ, primary screen, CHO-K1 cells, beta-arrestin complementation, luminescence; P35414; inhibition, % at 20 µM; actives 0.32% (n = 330,000); AID 2521, 2010;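 active = inhibition above about 40% at 20 µM, limit read from the data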;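 note: cells challenged with 10 nM apelin-13 agonist together with compound; plate controls were apelin-13 plus DMSO wells for no effect and DMSO wells lacking apelin-13 for full effect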
# CXCR6 inh – CXCR6 receptor inhibitors, primary screen, cell-based, beta-arrestin, luminescence, CHO-K1 PathHunter, 1536-well; C-X-C chemokine receptor type 6 (Homo sapiens), O00574; inhibition, % at 20 µM; actives 0.36% (n = 360,000); in the data active = inhibition above about 34%, passing the limit was not always enough;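 note: antagonist mode with CXCL16 agonist at 10 nM final; 0% = 10 nM CXCL16 with DMSO and 100% = unstimulated wells without agonist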
# Target sequence (O00574 whole entry, looked up): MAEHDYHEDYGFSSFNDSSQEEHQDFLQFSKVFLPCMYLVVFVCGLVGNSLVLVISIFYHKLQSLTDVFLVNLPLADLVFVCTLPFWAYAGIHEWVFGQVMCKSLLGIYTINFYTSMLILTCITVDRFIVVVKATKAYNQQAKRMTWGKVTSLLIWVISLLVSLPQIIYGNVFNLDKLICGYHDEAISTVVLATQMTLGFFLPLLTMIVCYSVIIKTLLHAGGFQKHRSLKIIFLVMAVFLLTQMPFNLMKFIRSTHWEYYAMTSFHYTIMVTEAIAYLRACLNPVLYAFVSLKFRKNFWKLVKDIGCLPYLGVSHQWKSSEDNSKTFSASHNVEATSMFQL
# CCR6 antag – CCR6 receptor antagonists, primary screen, cell-based, CHO-K1, luminescence, beta-arrestin, uHTS. CHO-K1 CCR6 PathHunter beta-arrestin, CCL20-stimulated. inhibition, % at 20 µM. actives 0.49% (n = 340,000). AID 493098, 2011;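 active = compounds whose inhibition of the agonist-driven luminescence signal at 20 µM reaches about 50%, limit read from the data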;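 note: cells stimulated with CCL20 at 14 nM final; plate controls were DMSO with CCL20 for no effect and DMSO without agonist for full effect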
# Mdm2-MdmX inh – inhibitors of human Mdm2-MdmX association, primary screen, cell-based, luminescence, split luciferase, SaOS-2, uHTS. Protein Mdm4 (Homo sapiens) + E3 ubiquitin-protein ligase Mdm2 (Homo sapiens), …. SaOS-2 split-luciferase Mdm2/MdmX complementation. actives 3% (n = 330,000). AID 485346, 2010. inhibition, % at 8 µM;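 active = inhibition of at least 50% at 8 µM in the primary screen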
# UPR CHOP act – activators of apoptotic CHOP UPR arm, primary screen, cell-based, CHO-CHOP luciferase reporter, luminescence, uHTS. actives 0.34% (n = 330,000). activation, % at 10 µM. UPR activation; percent of tunicamycin response over DMSO baseline;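 active = at 10 µM dose, activation of 40% or more, normalized to positive control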;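 note: 100% = tunicamycin at 10 µg/mL and 0% = DMSO alone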
#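 Assay system: CHO cells with stable CHOP pathway luciferase reporter; Buffer or medium: F12 plus 10% serum; Times: 16-18 h cell attachment, then 6 h compound exposure, 37 °C; Signal: luciferase luminescence; Read-out basis: percent activation relative to tunicamycin control; Control set: tunicamycin high control, DMSO low control.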
# tim23-1 inh – growth inhibitors of tim23-1 mutant yeast, primary screen, luminescence, uHTS; S. cerevisiae tim23-1 growth, BacTiter-Glo luminescence, 24 h; inhibition, % at 20 µM; actives 1.3% (n = 330,000); AID 463212, 2010;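 active = growth inhibition of the mutant yeast at or above 50%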;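 note: temperature-sensitive mutant grown at 25 °C; plate controls were DMSO-treated mutant yeast for no effect and medium wells lacking yeast for full effect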
# XBP1 UPR activ – activators of adaptive XBP1 UPR arm, primary screen, cell-based, CHO-XBP1 luciferase reporter, luminescence, uHTS | IRE1-XBP1 UPR activation; percent of tunicamycin response, DMSO as zero | activation, % at 20 µM | actives 0.33% (n = 330,000) | AID 463104, 2010;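 active = versus positive control, 20 µM dose yields 30% or more activation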;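 note: 100% = tunicamycin at 10 µg/mL and 0% = DMSO only wells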
#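 Material: CHO-XBP1 cells stably carrying IRE1-XBP1-driven luciferase reporter | Medium: F12 with 10% serum | Compound dosing: 20 µM single concentration, DMSO 1% | Incubation: Overnight seeding at 37 °C, 6 h compound treatment at 37 °C | Detection: Steady-Glo luminescence read | Read-out basis: % activation of reporter signal versus tunicamycin and DMSO controls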
# Numbers without * were called inactive; / = not tested or not shown. The list is partial; the hit share may differ from the screen's.
SMILES,EBI2 block,APJ ag,APJ antagonist,CXCR6 inh,CCR6 antag,Mdm2-MdmX inh,UPR CHOP act,tim23-1 inh,XBP1 UPR activ
COC(=O)c1cc(C(=O)OC)n(Cc2ccc(F)cc2)c1C,-1,0,-18,1,7,-21,0.0,-1,-2
COc1ccccc1Oc1cn[nH]c1-c1ccc(OCC(=O)NN)cc1O,0,-3,6,-10,-3,-23,2.5,8,1
Cc1cc(NC(=O)/C=C/c2ccc(F)cc2)n(-c2nc3ccccc3[nH]2)n1,13,-1,-39,9,36,40,6.7,-8,9
CC(=O)Nc1ccc(CN2CCCC(CO)(Cc3cccc(Cl)c3)C2)cc1 (stereo unspecified),-1,-3,20,-2,20,15,-1.1,15,-1
CN=c1scc(-c2ccc([N+](=O)[O-])cc2)n1/N=C/c1ccco1,-8,-4,4,1,1,-67,4.5,14,0
O=C(NC1CCCC1)C(c1ccccc1F)N(C(=O)c1csnn1)c1ccccc1 (stereo unspecified),-9,-4,-23,16,8,6,0.2,5,2
Cc1ccc(C(=O)/C=C/c2c(C)nn(-c3ccccc3)c2Cl)cc1,15,-3,1,-3,18,7,6.7,37,1
CC(C(=O)NCCS(=O)(=O)c1ccc(Cl)cc1)S(=O)(=O)c1ccc(Cl)cc1 (stereo unspecified),7,-4,10,-3,6,1,-0.4,-3,-4
COc1ccccc1/C=N/NC(=O)CCn1cnc2ccccc21,6,-1,-6,-1,-5,-6,-2.6,5,-2
O=C(Nc1ccccc1-c1nc2ccccc2[nH]c1=O)c1cccs1,8,1,11,5,14,18,1.7,10,0
CCCCc1ccc(-c2csc(/C(C#N)=C\c3ccco3)n2)cc1,8,-5,5,1,-3,7,0.5,-7,5
CCCc1cc(=O)oc2cc(OCC(=O)NCCCN3CCOCC3)c(Cl)cc12,5,-3,8,-16,10,23,0.7,5,-4
Cc1cccc(NS(=O)(=O)c2cc3c4c(c2)C(C)C(=O)N4CCC3)c1 (stereo unspecified),-4,2,0,-1,4,13,2.4,-9,-4
Cc1cccc(OCC(O)CN2C(C)(C)CC(O)CC2(C)C)c1 (stereo unspecified),-2,-5,2,-3,-28,-17,-0.9,7,-2
CCN(Cc1ccccc1)C(=O)Cn1cc2c(n1)CCCC2,4,-1,4,-7,-4,-4,-1.5,13,3
Cc1cc(C)c2[nH]c(=O)c(=O)[nH]c2c1,0,-3,4,-5,-13,-5,-1.0,8,1
CCOc1ccc(S(=O)(=O)NCCC(=O)NCCc2ccc(C(C)C)cc2)cc1,6,-3,2,-2,10,13,-1.3,20,-1
COc1ccc(C2=NN(C(=O)c3cccs3)C(O)(C(F)(F)F)C2)cc1 (stereo unspecified),0,-5,-1,7,2,7,3.7,39,24
CC(=O)c1cccc(N(CC(=O)N2CCOCC2)S(C)(=O)=O)c1,-4,0,-5,8,-3,8,1.8,-5,-4
O=C(NCc1cccnc1)c1cc(-c2ccccc2)on1,9,-2,-24,-2,10,-45,3.4,8,1
O=C(NCCc1ccccc1)c1noc2c1CCc1ccccc1-2,9,-3,20,6,-5,-38,4.0,4,1
COc1ccc(N2CCN(C(=O)C3CCCN3S(=O)(=O)c3cccc4nsnc34)CC2)cc1 (stereo unspecified),-4,15,-2,6,-5,0,-0.3,7,-2
Nc1nc(NCc2ccccc2)nc(NCc2ccccc2)c1[N+](=O)[O-],0,-4,1,0,5,-1,1.2,-8,1
Cc1cccc(-c2c(NC(=O)c3ccco3)oc3c(C)cccc3c2=O)c1,-2,-4,-11,2,13,-14,1.8,17,-2
O=C(CN1CCCCC1)N/N=C/c1ccc(Cl)cc1,-1,2,-7,0,-11,19,3.1,-3,0
Cn1c(C2CCCCC2)nc2ccccc21,-4,-1,-13,5,7,8,2.1,-1,-2
CCc1cc(-c2n[nH]c(C)c2Oc2ccc(C(C)C)cc2)c(O)cc1O,4,-1,-11,-13,-18,1,-2.3,-88,0
COc1cc(/C=N/NC(=O)c2cc(-c3ccccc3)nc3ccccc23)cc(OC)c1O,13,2,13,-2,6,6,2.5,6,0
COC(=O)c1ccc(-c2nc3cc(Cl)c(N)cc3s2)cc1,4,7,-11,-14,6,-19,-4.2,26,-9
Cc1ccc2c(CC(=O)N3CCOCC3)coc2c1,-10,0,5,2,11,15,-2.4,7,0
O=C(Cn1nnc(-c2ccccc2)n1)N/N=C/c1cccc([N+](=O)[O-])c1O,6,-4,24,22,49,7,-0.6,5,-1
CN(C(=O)CSc1nc(C2CC2)nc2ccccc12)c1nc(-c2ccccc2)cs1,13,-3,-1,4,7,39,-1.4,1,3
CC(C)(C)NC(=O)Cn1c(=O)n(CC(=O)NC(C)(C)C)c2ccccc21,-4,1,-14,1,11,1,0.4,3,2
COc1ccc(-c2noc(COc3ccc4c(c3)OCO4)n2)cc1,-13,-1,-1,0,15,10,0.3,3,0
CCC(=O)Nc1ccc(C(=O)N/N=C/c2cc(Br)c(OC)cc2OC)cc1,-5,-2,-4,-12,1,33,1.8,-13,2
COc1ccc2c(C)cc(N3CCN(c4ccc(F)cc4)CC3)nc2c1,28,-3,-8,7,17,23,-2.8,16,3
Fc1cccc(NC(=S)NCc2cccnc2)c1,-10,1,-30,-5,-29,1,0.6,16,-1
O=C(c1cnc(-c2ccc(Cl)cc2)s1)c1ccc(Cl)cc1Cl,-7,2,-4,-1,-18,39,0.6,0,1
Cc1occc1C(=O)NNS(=O)(=O)c1ccc(Cl)cc1,-9,-1,-3,-4,0,3,1.0,3,-3
CCOC(=O)CN[C@H]1CCC2C3CC=C4C[C@@H](O)CC[C@]4(C)C3CC[C@@]21C (stereo partly specified),6,-2,11,4,22,11,0.1,29,-2
COCCNC(=O)/C(C#N)=C/c1ccc(OCc2ccccc2)cc1,10,0,8,-3,4,-19,0.2,55*,-2
Clc1cccc(Cn2ncc3ccccc32)c1,-10,-3,20,7,5,-7,0.1,17,0
Cc1c(NC(=S)NC(NC(=O)C(C)(C)C)C(Cl)(Cl)Cl)c(=O)n(-c2ccccc2)n1C (stereo unspecified),-11,2,10,-6,7,-22,1.8,7,-2
O=C(Cn1cc(C(=O)c2ccco2)c2ccccc21)Nc1ccccc1,10,4,1,-2,11,18,-1.7,13,-2
Cc1ccc(C(c2cc(Cl)c3cccnc3c2O)N2CCN(C)CC2)cc1 (stereo unspecified),0,-3,30,33,57*,69*,20,55*,15

# Some of the entries so far, field by field.
mol: Fc1cccc(NC(=S)NCc2cccnc2)c1
  EBI2 block: -10 | APJ ag: 1 | APJ antagonist: -30 | CXCR6 inh: -5 | CCR6 antag: -29 | Mdm2-MdmX inh: 1 | UPR CHOP act: 0.6 | tim23-1 inh: 16 | XBP1 UPR activ: -1

mol: CCOC(=O)CN[C@H]1CCC2C3CC=C4C[C@@H](O)CC[C@]4(C)C3CC[C@@]21C (stereo partly specified)
  EBI2 block: 6 | APJ ag: -2 | APJ antagonist: 11 | CXCR6 inh: 4 | CCR6 antag: 22 | Mdm2-MdmX inh: 11 | UPR CHOP act: 0.1 | tim23-1 inh: 29 | XBP1 UPR activ: -2

# Following part:
SMILES,EBI2 block,APJ ag,APJ antagonist,CXCR6 inh,CCR6 antag,Mdm2-MdmX inh,UPR CHOP act,tim23-1 inh,XBP1 UPR activ
COc1ccccc1NCC(=O)c1ccc(C)c(C)c1,8,-9,32,52*,82*,-36,1.6,9,-7
CN(C)c1ccc(-c2sc(Nc3ccccc3)n[n+]2-c2ccc(F)cc2)cc1,-2,2,-86,-6,15,11,-1.0,2,-1
O=C(O)CCCC(=O)Nc1ccc(Oc2ncnc3cc(Cl)ccc23)nc1,2,-4,19,4,2,25,1.0,13,-2
CN(Cc1nc2ccccc2c(=O)[nH]1)C(=O)c1cc(C2CC2)nn1-c1ccccc1,-10,-3,6,-8,3,18,-0.6,18,2
COc1cc(CN(C)Cc2ccccc2)cc(OC)c1O,-2,2,12,-6,-6,34,-0.6,1,-2
CC(C)(C)c1ccc(Oc2cccc(C3CC(=O)C(C4NCCc5ccccc54)C(=O)C3n3cncn3)c2)cc1 (stereo unspecified),-2,0,2,10,5,8,1.9,10,-2
CC(C(=O)OCC(=O)Nc1cccc(S(=O)(=O)N2CCOCC2)c1)N1C(=O)c2ccccc2C1=O (stereo unspecified),-2,-3,5,-4,2,13,-1.5,9,0
Cc1cccc(CN(C)CCc2ccccn2)c1,-1,-4,-26,2,0,-30,-1.2,10,0
COc1cc(C(=O)NCc2ccccc2)cc(Br)c1OC,-7,-2,1,-1,24,29,-1.7,29,0
N#Cc1ccc(C(=O)Nc2cc(C3CC3)nn2-c2ccccc2)cc1,0,-1,5,2,-2,0,2.2,17,-1
Cc1c(-c2nn(C)c(=O)c3ccccc23)oc2ccc(F)cc2c1=O,-8,-2,11,6,-10,28,0.2,32,1
CCOc1ncccc1C(=O)OCC(=O)N1CCN(S(=O)(=O)c2ccccc2)CC1,-10,3,4,-3,-9,5,0.4,19,0
CN(C)S(=O)(=O)c1cccc(C(=O)OCC(=O)NCc2ccc3c(c2)OCO3)c1,3,0,-18,-2,12,6,-1.1,-1,-3
CCCc1cc(NCCN(C)C)n2c(nc3ccccc32)c1C#N,-10,2,-10,3,33,28,2.2,12,-2
Cc1cc(C)n(-c2ccc(C(F)(F)F)cc2[N+](=O)[O-])n1,-13,-2,-10,-2,19,-16,-0.5,3,-1
CC1Cc2ccccc2N1C(=O)CNc1ccccc1N1CCCCC1 (stereo unspecified),3,-2,-1,6,20,-24,0.7,7,-2
O=C(CCC1CCCCC1)Nc1cccnc1,-6,0,1,-5,-17,-8,1.2,15,0
CCN(C(=O)COC(=O)c1cn(-c2ccccc2)nc1-c1ccccc1)C1CCS(=O)(=O)C1 (stereo unspecified),-5,-2,-6,-1,1,-8,-0.9,14,-4
Cc1nnc(NC(=O)CSc2ccc3nnc(-c4cccnc4)n3n2)s1,/,-5,-16,/,/,-9,-2.1,17,0
COc1ccc(S(=O)(=O)NCC2CCCN(C(=O)C=C(C)C)C2)cc1 (stereo unspecified),-2,1,4,2,7,5,-1.1,1,-4
CCCCCCCCCCCCC(NC(C)=O)(C(=O)OCC)C(=O)OCC,-13,-3,26,3,11,8,0.3,19,2
COc1ccccc1N1CCN(CC(C)N(C(=O)C2CCCCC2)c2ccccn2)CC1 (stereo unspecified),9,-3,8,9,9,4,1.4,29,2
CCCN(C(=O)COC(=O)c1[nH]c(C)c(C(=O)OC)c1C)c1c(N)n(Cc2ccccc2)c(=O)[nH]c1=O,10,-7,10,5,-5,15,-0.3,-1,-3
